Bioassay records from PubChem.
USP2a block: USP2a (human) protease inhibition; O75604; USP2 core, Ub-CHOP2 coupled fluorogenic reporter, 485/531; Potency, µM (series often up to 38.3 µM), without a hit: at the highest dose activity change, negative = inhibition, most hits filed as inhibitors; hit rate 0.01% among 330,000; AID 463254;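 further: potency means the concentration at half of the fitted maximal effect; plate controls were DMSO wells for no effect and full inhibition by NEM control for full effect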
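Cell-free coupled assay: 10nM USP2 core preincubated 30min RT with compound in Tris-HCl pH 8.0/CaCl2/CHAPS buffer, then 25nM Ub-CHOP2 and 25nM reporter substrate; fluorescence (Ex 485/Em 531) read after 60min RT, normalized to NEM inhibition, concentration-response curves fitted.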
BRCA1 expr up: activators of BRCA1 expression. hit rate 1.1% among 380,000. Potency, µM (titrated, usually from 46.1 µM), for inactives: at the top dose activation, most hits filed as activators. MCF7-BRCA1-FFLuc reporter, luminescence, 48 h; response scale: scaled: vehicle 0%, 10 µM genistein 100%. AID 624202; further: potency means the concentration at half of the fitted maximal effect; nearly all actives have a fitted effect of over 80% in size; some results filed as inactive show a strong effect at the top dose
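Luminescence from a BRCA1-driven firefly luciferase in MCF7 cells was read after 48 h compound exposure at 37 C. Data normalized against DMSO and a 10microM genistein activation control, then curve-fitted across the titration.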
B2AR arrestin: agonists driving beta-arrestin recruitment to human beta2-adrenergic receptor. P07550. beta-arrestin recruitment to beta2AR, cell-based reporter. Potency, µM (top dose mostly 46.1 µM), inactives show at the highest dose activation, hits mostly activators. hit rate 0.02% among 330,000. AID 492947;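 further: potency means the concentration at half of the fitted maximal effect; 0% = DMSO controls and full agonism = EC100 isoproterenol or metaproterenol; nearly all actives have a fitted effect of over 65% in size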
TRPV1 ag: activates the human vanilloid receptor TRPV1; Q8NER1; TRPV1-expressing cells, Fluo-8 calcium influx, agonist mode; activation, % at 8.33 µM; hit rate 0.19% among 320,000; in the data active means activation above about 80%; inconclusive means between about 30% and that limit; further: 0% is about no effect
Target sequence (Q8NER1 whole entry, looked up): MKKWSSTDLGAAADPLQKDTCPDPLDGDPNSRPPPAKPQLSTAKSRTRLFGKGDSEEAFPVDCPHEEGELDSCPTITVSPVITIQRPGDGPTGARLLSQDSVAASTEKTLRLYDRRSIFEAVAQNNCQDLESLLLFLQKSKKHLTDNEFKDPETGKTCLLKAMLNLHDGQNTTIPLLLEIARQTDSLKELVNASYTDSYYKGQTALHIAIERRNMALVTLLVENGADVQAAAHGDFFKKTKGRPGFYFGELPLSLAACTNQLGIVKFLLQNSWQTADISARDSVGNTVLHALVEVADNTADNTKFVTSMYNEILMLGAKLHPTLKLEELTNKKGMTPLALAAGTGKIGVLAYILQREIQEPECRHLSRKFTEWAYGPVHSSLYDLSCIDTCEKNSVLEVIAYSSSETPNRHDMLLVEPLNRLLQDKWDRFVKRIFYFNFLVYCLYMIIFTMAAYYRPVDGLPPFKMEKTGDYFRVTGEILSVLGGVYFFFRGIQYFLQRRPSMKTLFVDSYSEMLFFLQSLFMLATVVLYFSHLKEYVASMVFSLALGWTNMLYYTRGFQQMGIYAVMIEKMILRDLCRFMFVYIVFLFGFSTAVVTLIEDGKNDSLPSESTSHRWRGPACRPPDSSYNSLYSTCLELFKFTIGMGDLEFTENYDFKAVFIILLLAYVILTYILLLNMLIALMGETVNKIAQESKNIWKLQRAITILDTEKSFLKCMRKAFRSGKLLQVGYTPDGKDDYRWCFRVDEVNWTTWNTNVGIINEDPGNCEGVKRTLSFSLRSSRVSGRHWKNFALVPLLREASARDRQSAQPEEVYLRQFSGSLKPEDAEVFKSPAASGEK
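Cells expressing TRPV1 were dye-loaded with Fluo-8 and read kinetically: 10 s baseline, 3 min after compound (agonist portion), then 2 min after EC20 capsaicin (allosteric enhancer portion). Calcium-bound dye fluorescence at 480/520 nm.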
a7 integrin act: activates integrin-mediated alleviation for muscular dystrophy | Potency, µM (top dose mostly 38.3 µM), without a hit: at the top dose activation, actives largely listed as activators | alpha7betagal myoblasts, beta-gal FDG fluorescence, 48 h | hit rate 0.064% among 350,000;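 further: potency means the concentration at half of the fitted maximal effect; 100% = response of the positive control SU9516; nearly all actives have a fitted effect of over 60% in size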
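alpha7betagal+/- myoblasts (passage 13, 250/well) treated 48 h at 37C with compounds at 1:260 dilution of DMSO stock. Lysed, then beta-galactosidase activity read as FDG fluorescence (ex 480/em 540) after 30 min, with pre-read for autofluorescence.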
ELG1 genotox: inducers of genotoxicity in HEK293T ELG1-luciferase cells | HEK293T ELG1-luciferase reporter, luminescence, 16 h | Potency, µM (top dose mostly 46 µM), for the others: at the highest dose activity change, positive = activation, actives largely listed as activators | hit rate 1.3% among 330,000; further: potency means the concentration at half of the fitted maximal effect; % of control where 0% means no effect; nearly all actives have a fitted effect of over 60% in size
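ELG1-luciferase HEK293T cells, 2,000/well; compound pinned in; 16 hr, 37 °C, 5% CO2; ONE-Glo, 30 min RT; luminescence on CCD imager.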
ASM inhibitor: inhibitors of human secretory acid sphingomyelinase | Potency, µM (doses to about 57.5 µM), for inactives: at the top dose activity change, negative = inhibition, usual class: inhibitors | placental ASM, HMU-PC fluorogenic substrate, 60 min | P17405 | hit rate 0.006% among 340,000; further: potency means the concentration at half of the fitted maximal effect
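HMU-PC0 cleavage (9 uM final) by human placental ASM, 60 min at 37 °C following 10 min compound exposure at RT; stopped at pH 10, fluorescence Ex 386/Em 447 nm.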
p53 reactivation: restores transcriptional activity of mutant p53; H1299 p53-A138V BP100-luciferase reporter, luminescence, 24 h; Potency, µM (series often up to 92.2 µM), for the others: top-dose activity change, positive = activation, most hits filed as activators; hit rate 0.063% among 320,000; AID 504706; further: potency means the concentration at half of the fitted maximal effect; % of control where 0% means no effect; nearly all actives have a fitted effect of over 45% in size
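p53-null H1299 cells stably carrying temperature-sensitive p53-A138V and a BP100-luciferase reporter were pinned with compounds (4-point, 1:5 series) and held 24 hrs at 37 deg C. Luminescence was read 10 min after detection reagent.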
TSG101-PTAP inh: blocks PTAP/TSG101 interaction to inhibit HIV-1 budding | 340,000 tested, under 10 active | Fluorescence polarization, FITC-PTAP peptide / Tsg101 binding | AID 493005 | Q99816 | Potency, µM (series often up to 115 µM), for the others: at the top dose activity change, negative = inhibition, hits mostly inhibitors; active means well fitted inhibition curve with a large enough effect in the main read-out, with a control signal flat, not every such curve was filed as active; inconclusive means small, poorly fitted or top-dose-only effect, or effect the other way, or a change in a side signal; inactive means no such curve, though single readings can be large or run the other way; further: potency means the concentration at half of the fitted maximal effect; % of control where 0% means no effect
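Steps: Tsg101 binding domain dispensed (10 uM final), compounds pinned in DMSO, FITC-labeled PTAP-motif peptide added (50 nM final); after 20 min binding at room temperature, polarization measured.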
uPA surface inh: blocks generation of uPA at the cell surface; cell surface uPA generation assay, qHTS; Potency, µM (titrated, usually from 38.3 µM), without a hit: top-dose activity change, negative = inhibition, most hits filed as inhibitors; hit rate 0.31% among 330,000; AID 540303; active means well fitted inhibition curve with a large enough effect; inconclusive means small, poorly fitted or top-dose-only effect; inactive means no such curve, though single readings can be large or run the other way; tested in mouse RAW 264.7 cells; further: potency means the concentration at half of the fitted maximal effect; on the % scale 0 is the no-effect control and ±100 the full control effect; nearly all actives have a fitted effect of over 55% in size
Eya2 phos inh: Eya2 (human) phosphatase inhibition; O00167; Potency, µM (highest dose often 76.9 µM), inactives show at the top dose activity, negative = inhibition, usual class: inhibitors; recombinant Eya2, OMFP fluorescence dephosphorylation (OMFP is methylfluorescein phosphate); hit rate 0.006% among 330,000; further: potency means the concentration at half of the fitted maximal effect; on the % scale 0 is the no-effect control and ±100 the full control effect
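Eya2 protein (added as 0.2 uM solution) was preincubated with compound for 10 min at ambient temperature in 50 mM HEPES pH 7.5, 50 mM NaCl, 5 uM MgCl2, 0.05% BSA, 1 mM DTT. OMFP (added at 50 uM) then reacted 10 min; fluorescence read at 485/525 nm.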
* hit, by the source's call; ? = inconclusive; · = not tested or not shown; [ ] = dose if it differs, or a comment. Unless noted, the call rests on the fitted dose curve; in most records, active means well fitted curve in the direction sought with a large enough effect; inconclusive means small, poorly fitted or top-dose-only effect, or another doubt; inactive means no such curve, though single readings can be large; an effect the other way counts as inactive or inconclusive.

SMILES | USP2a block | BRCA1 expr up | B2AR arrestin | TRPV1 ag | a7 integrin act | ELG1 genotox | ASM inhibitor | p53 reactivation | TSG101-PTAP inh | uPA surface inh | Eya2 phos inh
O=c1ccn(-c2ccccc2)[nH]1 | 0% | 15% | -0.3% | -1 | 1% | 8% | -2% | 8% | 2% | 0% | -6%
CCOC(=O)Nc1ccc2c(c1)N(C(=O)CCN(CC)CC)c1ccccc1CC2 | 1% | -42% | -0.1% | 1 | 5% | 0% | 3% | · | -2% | -2% | -3%
O=C(O)c1cc([N+](=O)[O-])c(N2CCCC2)c([N+](=O)[O-])c1 | 2% | -1% | -0.6% | -2 | 26% | -1% | -1% | -3% | -3% | -1% | 2%
COc1ccccc1NC(=O)Cn1cc(C(=O)C2CC2)c2ccccc21 | -1% | 2% | 0.5% | 4 | -9% | 0% | -1% | ? | -5% | -8% | -1%
CC1=NN(C(=O)Cc2ccc([N+](=O)[O-])cc2)C(O)(c2cccnc2)C1 (stereo not given) | 2% | -15% | 0.0% | 2 | 2% | -7% | 312% | -2% | -4% | · | 1%
CN(CCOc1ccccc1)C(=O)c1ccc2c(=O)n3c(nc2c1)CCC3 | 1% | 37% | -0.2% | 1 | 4% | 17% | 5% | 3% | 0% | 12% | -2%
Cc1ccc(C)c2nc(Cl)c(C#N)cc12 | 3% | -12% | -0.6% | 2 | -12% | 1% | 4% | -1% | -5% | -6% | 0%
Cn1cc(C(c2ccccc2OCC(=O)O)c2cn(C)c3ccccc23)c2ccccc21 | -1% | -21% | 0.1% | -3 | -7% | -5% | -2% | · | -4% | -3% | 14%
Nc1c(C(=O)Nc2ccc(Br)cc2)sc2nc(-c3ccco3)ccc12 | -4% | -67% | -0.9% | -3 | -27% | 2% | 99%[activator] | 6% | 4% | -1% | 10%
Cc1cc(C)n(CCCN2CCC(C(=O)Nc3cccc(-c4cccc(F)c4)c3)CC2)n1 | -1% | -48% | -0.2% | 2 | -5% | -15% | -4% | ? | -2% | ? | -2%
O=C(c1cc2ccccn2n1)N1CCN(c2ccccn2)CC1 | 2% | 11% | -1.2% | · | -17% | -4% | -8% | 5% | -3% | 6% | -13%
O=[N+]([O-])c1cccc(NN=Nc2ccccc2)c1 | -2% | 68% | 0.0% | 4 | -18% | ? | -12% | ? | -6% | -22% | -11%
Cc1ccc(S(=O)(=O)N(C)c2ccc(C(=O)Nc3ccccc3C(=O)N3CCOCC3)cc2)cc1 | 5% | 2% | -0.1% | -1 | -27% | -2% | -1% | -5% | 0% | 3% | 10%
Cc1cc(NC(=O)CCC(=O)N(Cc2ccco2)C(C(=O)NCC2CCCO2)c2ccncc2)no1 (stereo not given) | 1% | -2% | -0.2% | -4 | -13% | 0% | 1% | 4% | 0% | -2% | 5%
O=C(COc1ccc([N+](=O)[O-])cc1)NC(=O)NC1CCS(=O)(=O)C1 (stereo not given) | -1% | 0% | -0.1% | -2 | -3% | 1% | 4% | 10% | -2% | 3% | -7%
O=C(NC1CC1)C1=C[C@@H](c2ccc3c(c2)OCO3)C[C@@H](OCCCCO)O1 | -2% | 5% | -0.3% | -3 | 31% | 4% | 6% | 18% | · | 2% | 2%
CC(=O)N(CN1C(=O)c2ccc([N+](=O)[O-])cc2C1=O)c1cccc(C(=O)O)c1 | 2% | 22% | 0.6% | 1 | 0% | 1% | 4% | -1% | 0% | 4% | 0%
O=C(CSc1nnc(CNc2ccc(F)cc2)n1Cc1ccco1)N1CCCC1 | -1% | -3% | 0.0% | -2 | 18%[7.66 µM] | 3% | 0% | -18% | 1% | · | -5%
COc1ccccc1N(CC(=O)Nc1ccc(S(=O)(=O)N2CCCCC2)cc1)S(C)(=O)=O | 0% | -1% | 2.5% | -1 | 0% | -2% | 5% | -9% | -6% | -13% | 3%
COc1cc(C(=O)Nc2ccc3c(c2)C(=O)c2ccccc2C3=O)cc(OC)c1OC | 4% | 20% | 0.0% | -3 | 2% | 0% | · | -3% | -2% | 2% | -5%
O=C(N/N=C(/c1ccccc1)c1ccncc1)c1ccc2c(c1)OCO2 | 3% | -6% | -0.1% | 2 | 5% | -1% | -1% | 1% | -1% | 6% | 6%
Cc1nonc1C(=O)N/N=C/c1ccc(O)c(O)c1 | 2% | 20% | -0.3% | 3 | -15% | 3% | 4% | ? | 0% | -6% | 4%
COc1ccc(S(=O)(=O)Nc2ccc3c(c2)C(=O)N([C@H](C)CO)C[C@H](C)[C@@H](CN(C)C(=O)NC2CCCCC2)O3)cc1 | 1% | 0% | -0.1% | · | 18% | 4% | 3% | 1% | 2% | 6% | -20%
O=C(Nc1cccc(N2CCCC2)c1)c1cccs1 | 1% | -18% | 0.4% | ? | 5% | -2% | -1% | 5% | -7% | 0% | 2%
COc1cc(C(=O)Oc2ccccc2)ccc1OCc1c(C)noc1C | 2% | 18% | -0.5% | -2 | 21% | 6% | -1% | -4% | -4% | 2% | 5%[15.4 µM]
CC(=O)c1ccc(OCCCC(=O)Nc2ccc(Cl)c(S(=O)(=O)N3CCOCC3)c2)cc1 | · | -22% | · | · | -29% | · | -6% | · | 0% | ? | ·
CCCCCC(=O)Nc1ccc(-c2csc(N)n2)cc1 | 0% | 29% | 0.1% | -1 | -43% | ? | 0% | ? | -1% | -4% | 4%
COc1ccc(CNC(C)C23CC4CC(CC(C4)C2)C3)c(OC)c1OC (stereo not given) | 4% | -36% | 0.2% | 9 | -54%[inhibitor] | -9% | -1% | ? | -5% | -10% | -5%
O=C(COC(=O)CCSc1ccc(Cl)cc1)NCc1ccc(Cl)cc1 | -4% | 7% | 0.1% | 0 | 0% | 2% | -8% | -5% | -2% | 1% | 0%
CCC(C)(CC(=O)N(C)CCC#N)c1ccccc1 (stereo not given) | 1% | 1% | -0.1% | 4 | -14% | 0% | 2% | -7% | -4% | 2% | -3%
CCOc1ccc(NC(=O)C2CCCN(S(=O)(=O)c3c(C)nn(C)c3C)C2)cc1 (stereo not given) | -1% | 11% | -0.3% | 6 | 20% | -5% | -8% | -6% | -6% | -5% | 4%
CC(C)n1c(CN(C)Cc2ccccc2)nc2c1c(=O)n(C)c(=O)n2C | -8% | -32% | -1.0% | 0 | -44%[inhibitor] | -16% | -2% | -2% | 0% | -6% | -6%
NC(=S)NN=C1c2ccccc2-c2ccccc21 | 3% | 2% | ? | 8 | -70%[inhibitor] | -12% | -9% | -2% | -4% | 14% | 1%
Cc1ccccc1-c1ccccc1N | 0% | 12% | -0.6% | 1 | 24% | 2% | 1% | -1% | 1% | -1% | -5%
COc1ccc(NC(=O)C2CCN(C(=O)C3CC(=O)N(c4ccc(C)cc4)C3)CC2)c(OC)c1 (stereo not given) | 3% | -13% | 0.2% | -11 | -8% | 6% | 1% | 0% | -2% | -6% | -3%

Filtered by structure, those above containing a nitro group on carbon
SMILES | USP2a block | BRCA1 expr up | B2AR arrestin | TRPV1 ag | a7 integrin act | ELG1 genotox | ASM inhibitor | p53 reactivation | TSG101-PTAP inh | uPA surface inh | Eya2 phos inh
O=C(O)c1cc([N+](=O)[O-])c(N2CCCC2)c([N+](=O)[O-])c1 | 2% | -1% | -0.6% | -2 | 26% | -1% | -1% | -3% | -3% | -1% | 2%
CC1=NN(C(=O)Cc2ccc([N+](=O)[O-])cc2)C(O)(c2cccnc2)C1 (stereo not given) | 2% | -15% | 0.0% | 2 | 2% | -7% | 312% | -2% | -4% | · | 1%
O=[N+]([O-])c1cccc(NN=Nc2ccccc2)c1 | -2% | 68% | 0.0% | 4 | -18% | ? | -12% | ? | -6% | -22% | -11%
O=C(COc1ccc([N+](=O)[O-])cc1)NC(=O)NC1CCS(=O)(=O)C1 (stereo not given) | -1% | 0% | -0.1% | -2 | -3% | 1% | 4% | 10% | -2% | 3% | -7%
CC(=O)N(CN1C(=O)c2ccc([N+](=O)[O-])cc2C1=O)c1cccc(C(=O)O)c1 | 2% | 22% | 0.6% | 1 | 0% | 1% | 4% | -1% | 0% | 4% | 0%
